Lamin A splicing: changes lamin A minigene splicing in HeLa cells; Potency, µM (top dose mostly 46.1 µM), for inactives: at the highest dose ratio change, negative = inhibition, hits mostly inhibitors; HeLa LMNA splicing GFP/RFP minigene ratio, 48 h; 0.01% of 200,000 active; active = well fitted inhibition curve with a large enough effect in the signal ratio, with a control signal flat, not every such curve was filed as active; inconclusive = small, poorly fitted or top-dose-only effect, or effect the other way, or a change in a side signal; the % refers to the signal ratio; note: potency is the fitted concentration of half-maximal effect; % is set by controls: 0 for no effect and ±100 for the full control effect
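S3 HeLa cells stably expressing lamin A-EGFP splicing minigene plus DsRed2, 600 cells/well, 48 h compound exposure at 37C. Laser-scanning cytometry; analysed as GFP (500-530 nm)/RFP (575-640 nm) total intensity ratio; 0.5% DMSO vehicle.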
CBFb-RUNX1 inh: blocks binding between human CBF-beta and RUNX1; Potency, µM (doses to about 59.8 µM), for the others: at the highest dose activity, negative = inhibition, hits mostly inhibitors; AlphaScreen CBFb-His/RUNX1-biotin binding, biochemical; 230,000 tested, under 10 active; AID 1477; Q01196+Q13951; note: % of control where 0% means no effect
Target sequence (Q01196 whole entry, looked up): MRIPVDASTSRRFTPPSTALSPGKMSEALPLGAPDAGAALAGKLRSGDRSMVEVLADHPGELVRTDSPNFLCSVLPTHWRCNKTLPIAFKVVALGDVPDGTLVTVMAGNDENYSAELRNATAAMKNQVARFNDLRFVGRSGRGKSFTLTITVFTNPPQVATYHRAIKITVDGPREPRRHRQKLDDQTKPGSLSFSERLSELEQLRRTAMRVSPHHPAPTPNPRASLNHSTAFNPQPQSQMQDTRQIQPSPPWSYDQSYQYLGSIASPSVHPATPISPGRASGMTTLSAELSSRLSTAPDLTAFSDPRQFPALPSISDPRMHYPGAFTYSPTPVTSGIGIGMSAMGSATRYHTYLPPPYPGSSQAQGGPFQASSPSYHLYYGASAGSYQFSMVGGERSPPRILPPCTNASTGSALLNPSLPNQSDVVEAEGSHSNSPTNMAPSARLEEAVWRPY
Target sequence (Q13951 whole entry, looked up): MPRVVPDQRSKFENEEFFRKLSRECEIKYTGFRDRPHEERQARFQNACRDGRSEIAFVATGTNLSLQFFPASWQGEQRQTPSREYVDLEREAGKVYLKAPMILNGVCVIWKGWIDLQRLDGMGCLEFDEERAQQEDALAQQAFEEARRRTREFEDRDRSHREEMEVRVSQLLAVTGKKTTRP
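CBFb-His/RUNX1-biotin, 30 nM each, preincubated 20 min RT; compound 15 min RT; Ni + streptavidin beads 50 ng each, 90 min RT; AlphaScreen read.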
HttQ103 aggreg: inhibitors of mutant huntingtin aggregate formation in PC12 cells | AID 1688 | PC12 HttQ103-GFP aggregates, Acumen cytometry, 40 h | 1.1% of 220,000 active | Potency, µM (highest dose often 46.1 µM), for the others: at the highest dose activity change, negative = inhibition, hits mostly inhibitors; note: potency is the fitted concentration of half-maximal effect; % is set by controls: 0 for no effect and ±100 for the full control effect; nearly all actives have a fitted effect of over 60% in size
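Steps: seed 1500 PC12 HTTQ103-GFP cells/well; add tebufenozide, 100 nM final; add compound titration; add ATPLite reagent; quantify GFP aggregates by laser scanning cytometry.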
Luc counter: Kinase-Glo luciferase inhibition (counter-screen); Kinase-Glo luciferase, ATP luminescence, 8 min; Q27757; Potency, µM (top dose mostly 38.3 µM), for the others: top-dose activity change, negative = inhibition, usual class: inhibitors; 0.28% of 200,000 active; note: potency is the fitted concentration of half-maximal effect; % is set by controls: 0 for no effect and ±100 for the full control effect; nearly all actives have a fitted effect of over 60% in size
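Substrate mix (final 50 mM imidazole pH 7.2, 50 mM KCl, 7 mM MgCl2, 10 uM ATP, 0.01% Tween 20, 0.05% BSA) plus pin-tool compound, then Kinase-Glo detection mix; 8 min ambient, luminescence read.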
IMPase Li cell: IMPase inhibition in cells with lithium potentiation; CHO-M1 cells, IP1 TR-FRET (IP-One), carbachol + lithium; Potency, µM (titrated, usually from 59.4 µM), inactives show top-dose activity, negative = IMPase inhibition, most hits filed as inhibitors; 0.35% of 210,000 active;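 note: IP1 builds up when IMPase is blocked and the TR-FRET signal falls; potency is the fitted concentration of half-maximal effect; plate controls were basal vehicle for no effect and high inhibitor control for full effect; nearly all actives have a fitted effect of over 50% in size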
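Readout is a homogeneous TR-FRET IP1 immunoassay (Ex 320, Em 665 and 620), where raised cytosolic IP1 lowers signal. Cells were CHO-M1 treated 30 min at 37C with test compounds plus a little lithium; AC50 values came from Hill-equation fitting.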
HTT cytoprotect: cytoprotection in Huntington HTT-Q103 PC12 cell model. Potency, µM (highest dose often 56.4 µM), for the others: cytoprotection (ATP increase), hits mostly activators. 0.14% of 230,000 active. AID 1471. PC12 HTT-Q103 induced, cytoprotection, ATP luminescence, 40 h;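 note: potency is the fitted concentration of half-maximal effect; % of control where 0% means no effect; nearly all actives have a fitted effect of over 45% in size; toxic huntingtin expression switched on by the ecdysone agonist tebufenozide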
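ATP quantification (ATPlite) reports survival of PC12 cells in which tebufenozide, 100 nM final, switches on Htt exon 1 with 103 glutamines linked to GFP; compounds are titrated.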
SMN2 splice enh: enhancers of SMN2 splice variant expression. HEK293 SMN2-luciferase splicing reporter, luminescence, 30-36 h. Potency, µM (doses to about 46.1 µM), inactives show at the highest dose activity change, positive = activation, hits mostly activators. 2.8% of 210,000 active. AID 1458; note: potency is the fitted concentration of half-maximal effect; % of control where 0% means no effect; nearly all actives have a fitted effect of over 55% in size
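qHTS luciferase splicing reporter: luminescence rises when SMN2 exon 7 is included in transfected HEK293 cells. Compound exposure lasted 30-36 h at 37C, with 4.5 mM final sodium butyrate as control, followed by a ONE-Glo read.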
Starred values were filed as active, the others as inactive; ? = inconclusive; · = not tested or not shown; & = joins results of further samples; [ ] = another dose, or the depositor's remark. Unless noted, calls come from the whole dose curve; as a rule, active = well fitted curve in the direction sought with a large enough effect; inconclusive = small, poorly fitted or top-dose-only effect, or another doubt; inactive = no such curve, though single readings can be large; an effect the other way counts as inactive or inconclusive.

SMILES | Lamin A splicing | CBFb-RUNX1 inh | HttQ103 aggreg | Luc counter | IMPase Li cell | HTT cytoprotect | SMN2 splice enh
Cc1cnc(NC(=O)CCN2C(=O)C3CCCCC3C2=O)s1 (stereo not given) | · | -19% | -2% | 2% | -2% | -37%[inhibitor] | 20%
CCCCn1c(=O)c(-c2ccccc2)c(O)c2ccccc21 | -1% | 7% | 15% | 1% | -7%[38.3 µM] | -4% | 3%
Cc1cccc(OCC(=O)N2CCN(C(=O)c3ccco3)CC2)c1 | 23%[46 µM] | 3% | · | -3% | 7% | · | -5%
O=C1C=C(c2ccccc2)OC(c2ccccc2)O1 (stereo not given) | ? | -18% | 13%[9.22 µM] | -4% | 6% | ? | ·
Cc1cc(NC(=O)CN2C(=O)NC(C)(c3ccc(OC(F)F)cc3)C2=O)no1 (stereo not given) | 12% | 3% | 8% | -2% | 1%[38.3 µM] | -7% | -9%
CCc1ncc(/C=C2\C(=O)Nc3ccccc32)[nH]1 | · | 12% | 3%[9.22 µM] | · | · | 17%[10 µM] | ·
Nc1ncc(Br)cc1N=Cc1ccccc1 | ? | 1% | ? | -2% | 1% | 10%[10 µM] | 13µM*
COc1ccc(N2CCSC2C(=O)NN)cc1 (stereo not given) | -16% | -16% | -9% | 3% | 4% | 37%[10 µM] | -13%
O=C(c1ccccc1SCc1ccccc1)N1CCCCCC1 | · | 13% | 23% | 1% | 20% | · | -1%
Cc1ccccc1CNC(=O)c1ccccc1NS(C)(=O)=O | · | 2% | · | -3% | -4% | · | 10%
COc1ccc(-c2cc(-c3n[nH]c(=S)n3-c3ccccc3OC)[nH]n2)cc1 | 2% | -5% | 28% | 1% | 2% | · | 16%
O=C(Nc1cccc(C(F)(F)F)c1)c1cnccn1 | 10%[46 µM] | 12% | -11%[9.22 µM] | -5% | -1% | 0%[10 µM] | ·
CC12CCC3C(CC3(C)C)C(C)(CCC1=O)O2 (stereo not given) | -7% | · | · | -3% | 8% | · | 4%
O=C(NCc1ccc2c(c1)OCO2)c1cccc(C(=O)NCc2ccc3c(c2)OCO3)c1 | ? | -8% | 14% | 12% | 27%[38.3 µM] | -31% | -21%
C=CCOn1c(C)c(C(C)=O)c2c3nonc3ccc21 | -10% | -2% | 11µM* | 0% | 9% | 8%[1.9 µM] | -36%[inhibitor]
O=C(NCCc1ccccc1)C(=O)c1c(-c2ccccc2)cc2ccccn12 | -16% | -5% | ? | 0% | 2% | 0%[10 µM] | 7%
COCCNC(=O)C(c1ccco1)N(Cc1ccc(OC)cc1)C(=O)Cn1nnc2ccccc21 (stereo not given) | ? | -1% | 17% | -1% | 1%[38.3 µM] | -13%[10 µM] | 14%
S=c1[nH]nc(-c2ccncc2)n1Cc1ccccc1 | 7% | 4% | 11% | -2% | -1%[38.3 µM] | -3% | -4%
COc1cccc2cc(C(=O)N(C)C)c(=O)oc12 | 2% | 5% | -22% | 3% | 22%[38.3 µM] | 24% | 0%
Fc1ccc(Nc2cccc3nccnc23)cc1 | 12% | -19% | -2% | -1% | 4% | -1%[10 µM] | 3%
COc1ccc(C(=O)C2CCCN(C(=O)c3cccs3)C2)cc1F (stereo not given) | 12%[46 µM] | 4% | -24%[9.22 µM] | -2% | 8% | -8%[10 µM] | ·
CCCn1ncc(CN2CCC(CO)(CC3CCCCO3)CC2)c1C (stereo not given) | · | 0% | 1%[9.22 µM] | -3% | 13% | -2%[10 µM] | ·
COc1ccc(C2=CC3=C(Br)C(=O)C(C)(OC(=O)C4CCCC4)C(=O)C3=CO2)cc1 (stereo not given) | · | -13%&-7% | -13%[9.22 µM] | -1% | 3% | 12% | 3%
CCOC(=O)c1sc(=NC(=O)c2cc(OC)c(OC)c(OC)c2)n(C)c1C | -12% | -1% | 0% | 1% | -3%[38.3 µM] | -12%[10 µM] | -5%

Four compounds picked at random from those above, as already listed:
SMILES | Lamin A splicing | CBFb-RUNX1 inh | HttQ103 aggreg | Luc counter | IMPase Li cell | HTT cytoprotect | SMN2 splice enh
CCCn1ncc(CN2CCC(CO)(CC3CCCCO3)CC2)c1C (stereo not given) | · | 0% | 1%[9.22 µM] | -3% | 13% | -2%[10 µM] | ·
COc1ccc(C2=CC3=C(Br)C(=O)C(C)(OC(=O)C4CCCC4)C(=O)C3=CO2)cc1 (stereo not given) | · | -13%&-7% | -13%[9.22 µM] | -1% | 3% | 12% | 3%
COc1cccc2cc(C(=O)N(C)C)c(=O)oc12 | 2% | 5% | -22% | 3% | 22%[38.3 µM] | 24% | 0%
O=C(NCCc1ccccc1)C(=O)c1c(-c2ccccc2)cc2ccccn12 | -16% | -5% | ? | 0% | 2% | 0%[10 µM] | 7%

Going on with the list:
SMILES | Lamin A splicing | CBFb-RUNX1 inh | HttQ103 aggreg | Luc counter | IMPase Li cell | HTT cytoprotect | SMN2 splice enh
CC(C)Cc1nc2oc3c(Cl)ncnc3c2c2c1CCC2 | ? | 7% | 11% | -6% | 6%[38.3 µM] | 25% | -3%
CCC(C)[C@H](NC(=O)Nc1ccccc1F)C(=O)OC (stereo not given in full) | · | 1% | -19%[9.22 µM] | · | · | 5%[10 µM] | ·
COCCNC(=O)c1ccc(NS(C)(=O)=O)cc1 | -3% | -2% | 1% | -6% | 4%[38.3 µM] | -4% | 4%
CC(C)[C@H](NC(=O)c1ccco1)C(=O)OCC(=O)NC12CC3CC(CC(C3)C1)C2 | -1%[46 µM] | 16% | 14% | 2% | 20% | -42% | 7%
CC(=O)Nc1ccc(S(=O)(=O)N(C)CC(=O)OCC(=O)Nc2cccnc2Cl)cc1 | -11% | -1% | -3% | -2% | 0% | -26%[10 µM] | 5%
CC1CCCC(C)N1C(=O)COc1ccc([N+](=O)[O-])cc1Cl (stereo not given) | · | -6% | 18% | · | 4% | -23% | ·
COc1ccc(NC(=O)C(CC(=O)O)C(C)c2ccccc2)cc1 (stereo not given) | · | 3% | ? | 9% | -3% | 30%[10 µM] | 7%
Cc1oc(-c2ccccc2)cc1C(=O)Nc1cccc(C(=O)O)c1 | 22% | 6% | 19% | -1% | 10%[38.3 µM] | 3%[10 µM] | ·
COc1ccc(C(=O)Nc2cc(OC)cc(OC)c2)cc1 | 1% | -1% | 2% | -30% | 0%[38.3 µM] | -54%[inhibitor] | 25µM*
O=C(COc1ccccc1)N1CCN=C1SCc1ccc(F)cc1 | · | 11% | -3%[9.22 µM] | · | · | 5%[10 µM] | ·
Cc1cccn2cc(CNS(=O)(=O)c3cccc(F)c3)nc12 | -15% | -7% | -19% | 2% | 22%[38.3 µM] | 3%[10 µM] | -40%[inhibitor]
CCn1c(C)nc2cc(OC)ccc21 | -1%[46 µM] | -1% | 21% | -1% | 24% | 1%[10 µM] | 8%
CCOc1ccc(-n2c(N)c(C(=O)NCc3cccnc3)sc2=S)cc1 | 21% | -8% | 17% | -8% | -15%[38.3 µM] | -1% | 6%
COc1ccc(OCC(=O)Nc2cc(-c3nn(C)c(=O)c4ccccc34)ccc2OC)cc1 | ? | 2% | 6% | -2% | 7.9µM* | -35% | -22%
CCCc1nnc(NC(=O)c2ccc([N+](=O)[O-])cc2)s1 | -10% | -2% | -6% | -3% | -1% | 4%[10 µM] | ?
COc1ccc(-c2noc(CSc3nc4sc(C)c(C)c4c(=O)n3-c3ccccc3)n2)cc1OC | -10% | 3% | -3% | 2% | 69%[activator][38.3 µM] | -5%[10 µM] | -5%
O=C(CN1C(=O)CCC1=O)Nc1nc(-c2ccccn2)cs1 | 2% | · | -10% | 3% | -1%[38.3 µM] | 8% | -23%
COc1cc(C(=O)Nc2ccc3c(c2)OCCO3)ccc1OC(F)F | -7% | 0% | -2% | -17% | 8%[38.3 µM] | -103%[inhibitor][10 µM] | 14µM*
CCOC(=O)c1oc2ccccc2c1NC(=O)CCl | · | 4% | 2%[9.22 µM] | · | · | 31%[10 µM] | ·
CCOC(=O)c1ccc(NC(=O)c2cccc(S(=O)(=O)N3CCOCC3)c2)cc1 | ? | 1% | -3% | 11% | 17%[38.3 µM] | -16% | -55%[inhibitor]
CN(C)C(=O)CSc1cnc2ccccc2n1 | -20%[46 µM] | 9% | -11% | -4% | 8% | -15% | 5%
CC(C)(C)c1ccc(C2(C)NC(=O)N(CC(=O)c3ccc[nH]3)C2=O)cc1 (stereo not given) | -4% | 0% | 2% | -2% | -9%[38.3 µM] | -3% | 9%
O=C(Nc1nnc(-c2ccncc2)o1)c1ccccc1 | -1%[46 µM] | ? | ? | -4% | -3% | -46%[inhibitor] | 21%
CC(=O)c1cc2c(cc1NS(=O)(=O)c1ccccc1)OCO2 | -3% | -1% | 8%[9.22 µM] | 1% | 10%[38.3 µM] | -16% | -17%
C=C(C)c1nc(N)nc(N)n1 | ? | 1% | -31% | 2% | -14%[38.3 µM] | 33% | 1%
COCCN(C(=S)Nc1c(C)cccc1C)C(C)c1cccs1 (stereo not given) | · | 3% | -14% | 6% | 0% | ? | 19%
COc1ccc(Cn2c(SCC#N)nc3ccc(N4CCOCC4)cc3c2=O)cc1 | · | 1% | -1% | -7% | -2% | -22% | ?
Cc1ccc2nc(N(CCCN(C)C)C(=O)c3ccco3)sc2c1 | 4%[9.22 µM] | 2% | 0% | -4% | -6% | -40%[inhibitor] | 6%
COc1ccccc1CNC(=O)/C=C/C(=O)O | · | 6% | -9%[9.22 µM] | · | · | -3%[10 µM] | ·
COc1ccc(C2C(C#N)=C(N)Oc3n[nH]c(-c4ccccn4)c32)c(OC)c1OC (stereo not given) | -5% | -12% | ? | -2% | -2%[38.3 µM] | -32% | -6%
C=C(C)CNC(=S)N/N=C/c1ccc([N+](=O)[O-])cc1 | ? | -3% | ? | -1% | -2% | -40%[inhibitor] | -31%[inhibitor]
CCCc1cc(=O)n2[nH]c(-c3ccc(C)cc3)cc2n1 | 2% | 2% | 25% | 0% | 0%[38.3 µM] | -32% | 13µM*
COc1cc(OC)cc(C(=O)NC(=S)Nc2cc3oc4ccccc4c3cc2OC)c1 | -11% | 8% | -19% | 4% | -9% | 20%[10 µM] | -7%
O=C(Nc1ncccn1)c1cccs1 | 10% | 2% | 16% | -2% | 3%[38.3 µM] | -1% | 11%
Cc1nnc(NC(=O)c2c(-c3ccccc3)noc2C)s1 | 1% | 6% | 1% | -1% | 4%[38.3 µM] | -4% | -15%
